p53ts 39C kill = p53ts cell cytotoxicity, nonpermissive temperature; H1299-p53A138V viability at 39C, ATP luminescence, 24 h; hit rate 1.5% among 130,000; AID 902; Potency, µM (doses to about 46.1 µM), without a hit: at the highest dose activity change, negative = cell killing, usual class: cytotoxic; further: nearly all actives have a fitted effect of over 55% in size
p53ts 32C kill = kills p53ts cells at the permissive temperature; Potency, µM (series often up to 46.1 µM), without a hit: at the top dose activity change, negative = cytotoxicity, actives largely listed as cytotoxic; H1299-p53A138V at 32C, ATP luminescence viability, 24 h; hit rate 0.93% among 130,000;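 further: 0% = DMSO and -100% = full killing by reference compound; nearly all actives have a fitted effect of over 55% in size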
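H1299-p53 A138V cells (temperature-sensitive p53) exposed 24 h to up to 46 uM compound at 32C, where p53 is wild-type in conformation. Viability read as ATP luminescence and normalised to DMSO and 100 uM tamoxifen. AC50 fitted with the Hill equation.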
Peg3 imprint = inducers of genomic imprint erasure in mouse ES cells; mouse ES Peg3-LacZ reporter, beta-gal luminescence, 40 h; Potency, µM (titrated, usually from 60.7 µM), inactives show at the highest dose activity change, positive = activation, actives largely listed as activators; hit rate 0.02% among 110,000;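 further: 0% = negative control wells on the plate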
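Readout: BetaGlo luminescence (5 min, room temp) for LacZ from the normally silent maternal Peg3 allele in female Peg3LacZ-Neo ES cells. Cells 300/well, 40 h, 37C, 5% CO2. Data normalized per plate to negative controls.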
IkB sig inh = IkB pathway inhibition in ABC-DLBCL cells; ABC-DLBCL IkBa-CBG/CBR dual luciferase ratio, 4 h; response scale: scaled: untreated 0%, proteasome inhibitor 100%; Potency, µM (highest dose often 57.1 µM), for the others: at the highest dose IkBa stabilization activation; hit rate 0.04% among 110,000; AID 445; active means well fitted curve in the direction sought with a large enough effect in the signal ratio, not every such curve was filed as active; inconclusive means small, poorly fitted or top-dose-only effect, or a change in a side signal; the % refers to the signal ratio;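 further: the direction sought is a rising ratio; 0% = basal untreated cells and 100% = reference inhibitor full response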
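In this assay, an IκBα–CBG68 fusion accumulates when IKK-driven degradation is blocked; native CBR normalizes for cell number. OCI-Ly3 cells were treated 4 h with compound and doxycycline, then green and red light read after Chroma-Glo addition.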
Active calls of the source: *; ? = inconclusive; . = not tested or not shown; & = joins results of further samples; [ ] = another dose, or the depositor's remark. Unless noted, the call rests on the fitted dose curve; in most records, active means well fitted curve in the direction sought with a large enough effect; inconclusive means small, poorly fitted or top-dose-only effect, or another doubt; inactive means no such curve, though single readings can be large; an effect the other way counts as inactive or inconclusive. Unless noted, on the % scale 0 is the no-effect control and ±100 the full control effect; potency means the concentration at half of the fitted maximal effect. Compounds were not picked by outcome (roughly 1.8% active in at least one column).

SMILES	p53ts 39C kill	p53ts 32C kill	Peg3 imprint	IkB sig inh
COc1ccccc1C1C(C(=O)N2CCCCC2)=C(C)Nc2nc3ccccc3n21 (stereo not drawn)	-10%	8%	?	?
COc1cc(S(=O)(=O)N2CCN3CCCC3C2)ccc1-n1cnnn1 (stereo not drawn)	5%	2%	-5%	-0.2%
O=C(COC(=O)c1ccc(S(=O)(=O)NCc2ccco2)cc1)NCCC1=CCCCC1	1%	0%	-7%	0.4%
O=C(O)CCn1c(C2CCCCC2)nc2ccccc21	4%	7%	8%	0.0%
CCOC(=O)c1cc(S(=O)(=O)NCc2cccc(Cl)c2)[nH]n1	-16%	-1%	5%[10.9 µM]	0.5%
O=C(c1ccccc1Cl)N1CCCCC1CCN1CCCCC1 (stereo not drawn)	-24%	1%	4%[10.9 µM]	1.7%
O=C(C(c1ccccc1)c1ccccc1)N1CCOCC1	-3%	-11%	3%	-1.8%
CCOC(=O)c1cc2c(=O)n3cccc(C)c3nc2n(Cc2ccccc2Cl)c1=N	3%	6%	6%	-1.1%
CCOc1ccc(N2C(=O)CC(N3CCC(NC(=O)Nc4ccccc4)CC3)C2=O)cc1 (stereo not drawn)	12%	3%	-1%	2.1%
Cc1ccc(-n2ncc(C(=O)NCc3ccco3)c2C2CCN(C(=O)OC(C)(C)C)CC2)cc1C	5%	15%	25%[10.9 µM]	?
O=C1CC(c2ccco2)CC(O)=C1C=NCC1CCNCC1 (stereo not drawn)	3%	4%	-6%	1.7%
CCOC(=O)c1cc(NC(=O)c2ccc(Cl)cc2)c(=O)n2c1oc1ccccc12	5%	-4%	4%[10.9 µM]	1.9%
Cc1ccccc1NC(=O)Cn1c(=O)n(Cc2ccccc2)c(=O)c2sc3ccccc3c21	?	2%	-12%[10.9 µM]	-2.1%
Cn1cccc1Cc1nnc(SCC(=O)NCc2ccco2)n1CCc1ccccc1	0%	0%	-10%	1.5%
Cc1ccc(-c2nnc(-c3ccccc3)o2)cc1	2%	-22%	.	.
Clc1cccc(CSc2nncn3c2cc2sccc23)c1	-16%	-5%	-16%[10.9 µM]	-0.7%
Cc1cccc(NC(c2ccccc2C)c2ccc3ccc(C)nc3c2O)n1 (stereo not drawn)	?	-11%	-8%[10.9 µM]	?
CC(Cc1ccccc1)C(=O)NCCc1c[nH]c2ccccc12 (stereo not drawn)	-1%	3%	0%	.
CCOc1ccc(N2CC(C(=O)NCc3cccc(C)c3)CC2=O)cc1 (stereo not drawn)	-8%	-3%	-15%	0.2%
CCc1ccccc1NS(=O)(=O)c1ccc2oc(=O)c3ncn(C)c3c2c1	-10%	-15%	3%[10.9 µM]	1.0%
O=c1c2ccccc2nnn1CSc1nnc(COc2ccc(Cl)cc2)n1Cc1ccco1	-19%	-8%	-14%	?
Cc1ccccc1C1CC(=O)NC2=C1C(=O)CCC2 (stereo not drawn)	4%	-18%	5%	1.3%
Cc1ccc(C(=O)O)cc1-n1c(C)ccc1-c1ccccc1	13%	0%	14%[10.9 µM]	8.7%
COc1cc(-c2nnc(SCCOc3ccc(Cl)cc3)o2)cc(OC)c1OC	-2%	-8%	-1%[10.9 µM]	-3.0%
O=C1C2C3CCCC3=C3CCCC3C2C(=O)N1c1cccc(Cl)c1 (stereo not drawn)	-2%	13%	-12%	0.7%
COc1cc(N2CCOCC2)ncn1	-5%	0%	8%	-0.2%
Cc1ccc(C)c(NC(=O)Cn2c(=O)nc(-c3ccccc3)c3ccccc32)c1	-5%	5%	-5%[10.9 µM]	?
CC(=O)c1ccc(NC2c3ncccc3C(=O)N2Cc2ccc(F)cc2)cc1 (stereo not drawn)	9%	-4%	-9%	-1.0%
COC(=O)c1ccc(C(NC(=O)OCc2ccccc2)/C(=C/[C@@H](C)C(=O)NCc2nc3ccccc3n2C)c2cccnc2)cc1 (stereo partly drawn)	-4%	18%	-8%	.
C=CCn1c(N2CCCCCC2)nc2c1c(=O)n(C)c(=O)n2C	2%	12%	-10%	0.5%
Cc1ccc(-c2noc(-c3nnn(CC(=O)Nc4ccc(C)cc4Cl)c3N)n2)cc1	9%	4%	-6%[10.9 µM]	0.0%
CN(C)CCC(c1ccccc1)c1ccccn1 (stereo not drawn)	-5%&5%	0%	-15%&-21%&-4%	-1.9%
CC(C)(C)c1ccc(OCC(=O)Nc2c(C(=O)c3ccc(F)cc3)oc3ccccc23)cc1	13%	-4%	5%[10.9 µM]	-1.7%
CCn1c(=O)cc(OCC(=O)N2CCN(c3ccc(OC)cc3)CC2)c2ccccc21	-28%	-1%	-12%[10.9 µM]	?
O=C(O)c1cc(-c2ccccn2)n[nH]1	1%	3%	4%	0.1%
O=c1c2ccccc2n2c(-c3ccc(F)c(F)c3)nnc2n1CCc1ccccc1	8%	17%	-3%[10.9 µM]	?
CN(C)c1ccc(C2OC(=O)C3(CCCC3)C(=O)C2(C)C)cc1 (stereo not drawn)	10%	-1%	9%	-1.3%
O=C(Cn1c(=O)oc2ccccc21)NCc1ccccc1Cl	-18%	-1%	-14%[10.9 µM]	0.8%
Cc1nn(CC(=O)Nc2ccccc2C(F)(F)F)c(=O)c2cccn12	?	?	-17%[10.9 µM]	?
Cc1ccc(C2c3c(oc4cc(C)c(C)cc4c3=O)C(=O)N2CCCN2CCOCC2)cc1 (stereo not drawn)	-5%	-2%	-15%	-1.2%
O=C(NCc1cccnc1)C1CCN(S(=O)(=O)c2cccnc2)CC1	-10%	-12%	4%	-2.8%
CCOC(=O)c1scc(-c2ccccc2)c1S(=O)(=O)N1CCN(c2ccccc2OC)CC1	-2%	18%	-12%[10.9 µM]	1.5%
NC(=O)[C@@H]1CCCNC1	0%[9.22 µM]	-5%[9.22 µM]	-19%[10.9 µM]	1.4%[11.4 µM]
OC(CNCC1CCCO1)COc1ccc(OCC(O)CNCC2CCCO2)cc1 (stereo not drawn)	-6%	-4%	.	.
CCOc1cccc(N(C(=O)Cc2cccs2)C(C(=O)NC2CCCCC2)c2cccn2C)c1 (stereo not drawn)	-9%	-14%	.	.
Cc1ccc(S(=O)(=O)c2nc(-c3ccccc3)oc2N2CCCCCC2)cc1	16%	7%	-17%[10.9 µM]	?
CCOC(=O)c1[nH]c2ccc(Br)cc2c1NC(=O)CCN1CCCCC1	8%	-12%	-10%	-0.4%
Cc1ccc(S(=O)(=O)n2c3ccccc3c3nnc(C(=O)c4ccccc4)nc32)cc1	7%[9.22 µM]	11%[9.22 µM]	.	.
CCC(C)n1c(=O)c2sccc2n2c(CCCC(=O)NCc3ccccc3Cl)nnc12 (stereo not drawn)	-3%	6%	-10%[10.9 µM]	0.1%
Cc1cccc(NC(=O)CSc2nc(=O)n(Cc3ccncc3)c3c2CCC3)c1C	31%[activator]	3%	-13%[10.9 µM]	?

Next part:
SMILES	p53ts 39C kill	p53ts 32C kill	Peg3 imprint	IkB sig inh
CCOc1ccc(OCC)c(NC(=O)CN2CCC(NC(=O)c3cccc(F)c3)CC2)c1	11%	2%	-18%	?
Cc1ccc(-n2c3c(cc(C(=O)NC4CCSC4=O)c2=O)C(=O)CC(C)(C)C3)cc1 (stereo not drawn)	9%	6%	-4%	3.8%
O=C(CSc1nnc(Cc2ccccc2)o1)N1CCCc2ccccc21	0%	5%	-7%	0.1%
O=C(Nc1cccc(F)c1)N1CC[C@@]2(CCCN(C(=O)c3csnn3)C2)C1	4%	0%	.	-0.8%[11.4 µM]
CCc1ccc(CCC(=O)Nc2ccc(C(C)=O)cc2)o1	-2%	-4%	.	.
COc1ccc(CNC(=O)CCn2nc(C)c3c(C)n(-c4ccccc4)nc3c2=O)c(OC)c1	-14%	3%	-4%[10.9 µM]	-0.4%
CC(=O)N1C2(C=CC1(C)C(=O)NCc1cc(F)cc(C(F)(F)F)c1)CCCCC2 (stereo not drawn)	5%	13%	-10%	.
CCc1nnc(NC(=O)CSc2nccn2Cc2ccccc2)s1	2%	-3%	9%[10.9 µM]	?
CCOc1ccccc1N(C(=O)CNC(=O)c1ccco1)C(C(=O)NC1CCCC1)c1cccnc1 (stereo not drawn)	7%	7%	-4%	-0.5%
COc1ccccc1Oc1ccc(S(=O)(=O)N2CCCC2)cc1	4%	-5%	-28%	5.0%
COc1ccc2c(c1)cc1c(=O)n(CC(=O)NC(C)CCc3ccccc3)nc(C)n12 (stereo not drawn)	5%	6%	25%[10.9 µM]	1.0%
COc1ccc(C(C(=O)NC2CCCC2)N2CCc3ccccc32)cc1 (stereo not drawn)	7%	-6%	-10%	-1.9%
N#CC1=C2SCN(Cc3ccco3)CN2C(=O)CC1c1c(F)cccc1Cl (stereo not drawn)	-1%	-2%	-14%	6.7%
CC(C)(C)NC(=O)C(Cc1ccccc1)NS(=O)(=O)c1ccc2c(c1)CCC(=O)N2 (stereo not drawn)	-8%	4%	-2%	0.4%
O=C(Nc1ccc2c(c1)OCO2)C1CCN(S(=O)(=O)c2cccs2)CC1	-12%	6%	-18%	0.1%
CS(=O)(=O)N1CCc2cc(C(=O)O)ccc21	7%	-6%	7%	-3.0%
O=C(CC1N=C2c3ccccc3N=C(SCc3cccc(F)c3)N2C1=O)NCc1cccs1 (stereo not drawn)	-2%	33%	-12%[10.9 µM]	0.1%
CCCCCCN(C(=O)CCCCCN1C(=O)NC(c2ccc(-c3ccccc3)cc2)C(C(=O)OCc2ccccc2)=C1C)C(C)C(=O)NCCCC (stereo not drawn)	10%	18%	-15%	.
CCOC(=O)c1ccc(NC(=O)Cn2nc(C)c3nn(-c4ccc(Cl)cc4)c(C)c3c2=O)cc1	0%	22%	-2%[10.9 µM]	-0.2%
O=C(NCCS(=O)(=O)N1CCN(c2ccc(F)cc2)CC1)c1cc(=O)c2ccccc2o1	-19%	-12%	13%[10.9 µM]	0.1%
COc1ccc(/C(O)=C2/C(=O)C(=O)N(CCN(C)C)C2c2ccc(C)cc2)cc1Cl (stereo not drawn)	11%	1%	-4%	0.5%
CCCn1c(=N)c(C(=O)NCc2ccco2)cc2c(=O)n3cc(C)ccc3nc21	5%	-13%	-9%[10.9 µM]	-1.8%
CC1=CS/C(=C(/C#N)C(=O)N2CCCCC2)N1c1ccccc1	5%	-2%	-11%	-0.4%
O=C(Cn1cc(C(=O)COc2ccccc2)c2ccccc21)NCc1ccco1	-9%	-11%	-17%	?
CC1(C)S[C@@H]2[C@H](NC(=O)[C@H](C(=O)O)c3ccsc3)C(=O)N2[C@H]1C(=O)O	11%[20.6 µM]	0%[20.6 µM]	-8%[16.8 µM]	0.1%[25.6 µM]
CCCC1(C(=O)O)NC(c2ccccc2O)C2C(=O)N(Cc3ccccc3)C(=O)C21 (stereo not drawn)	-1%	8%	7%	0.9%
CC(=O)c1cccc(NC(=O)c2ccc3c(c2)N(Cc2ccc(C)cc2)CCS3)c1	10%	-4%	-14%[10.9 µM]	-0.2%
CCc1ccccc1NC(=O)CN1C(=O)CCc2cc(S(=O)(=O)N3CCCCC3)ccc21	4%	-9%	-8%[10.9 µM]	0.5%
Cc1ccc(C(=O)N2CCN(c3ccccc3)CC2)cc1NC(=O)c1nsc2ccccc12	0%	-1%	-10%[10.9 µM]	?

High-throughput results as filed in PubChem.
